JMJD2A Tudor inh: inhibitors of human JMJD2A Tudor domain. O75164. AlphaScreen JMJD2A-Tudor / H3K4me3 peptide binding. Potency, µM (doses to about 114 µM), inactives show top-dose activity change, negative = inhibition, most hits filed as inhibitors. hit rate 4.4% among 390,000. AID 504339; note: potency is the fitted concentration of half-maximal effect; % is set by controls: 0 for no effect and ±100 for the full control effect; nearly all actives have a fitted effect of over 50% in size
GLS inh: glutaminase GLS (human) inhibition; hit rate 0.21% among 410,000; O94925; Potency, µM (doses to about 45.5 µM), inactives show top-dose activity change, negative = inhibition, hits mostly inhibitors; GLS enzymatic activity, qHTS titration; AID 624170; note: potency is the fitted concentration of half-maximal effect; % is set by controls: 0 for no effect and ±100 for the full control effect
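Assay buffer: 45 mM KH2PO4 pH 8.2, 0.02% Tween-20. hKGA acts on L-glutamine (1 mM solution added); product glutamate is reported by an oxidase/peroxidase Amplex Red coupling, with fluorescence taken at baseline and 30 min.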
Tb PGK inh: inhibitors of T. brucei phosphoglycerate kinase. P07378. PGK/GAPDH coupled, Kinase-Glo luminescence, 60 min. Potency, µM (top dose mostly 57.5 µM), for inactives: at the highest dose activity change, negative = inhibition, hits mostly inhibitors. hit rate 0.043% among 380,000; note: potency is the fitted concentration of half-maximal effect; % is set by controls: 0 for no effect and ±100 for the full control effect; nearly all actives have a fitted effect of over 60% in size
Target sequence (P07378 whole entry, looked up): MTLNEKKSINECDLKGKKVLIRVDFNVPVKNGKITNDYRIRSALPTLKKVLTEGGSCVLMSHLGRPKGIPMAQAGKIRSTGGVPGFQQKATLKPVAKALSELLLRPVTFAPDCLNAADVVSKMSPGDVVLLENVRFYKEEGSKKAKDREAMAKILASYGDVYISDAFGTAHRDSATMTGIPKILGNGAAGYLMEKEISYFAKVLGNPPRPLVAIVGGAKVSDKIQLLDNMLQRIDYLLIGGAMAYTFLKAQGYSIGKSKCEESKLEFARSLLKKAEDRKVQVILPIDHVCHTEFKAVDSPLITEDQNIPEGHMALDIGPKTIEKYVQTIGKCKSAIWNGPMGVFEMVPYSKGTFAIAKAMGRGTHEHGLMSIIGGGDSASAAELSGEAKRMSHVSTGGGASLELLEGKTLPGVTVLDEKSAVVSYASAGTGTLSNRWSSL
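Recombinant glycosomal PGK reaction used 1,3-bisphosphoglycerate generated in-well by GAPDH (100nM final) in 100mM TEA pH 7.6, 5mM MgCl2, 0.01% Tween-20. After 60 minutes at room temperature, ATP was read by Kinase-Glo Plus luminescence end-point.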
HP1b chromo inh: blocks HP1-beta chromodomain binding to methylated histone tails. hit rate 0.56% among 390,000. P83916. AlphaScreen HP1-beta / biotin-H3K9me3 peptide binding. Potency, µM (titrated, usually from 114 µM), for the others: at the top dose activity change, negative = inhibition, actives largely listed as inhibitors. AID 540317; note: potency is the fitted concentration of half-maximal effect; nearly all actives have a fitted effect of over 70% in size; inactives centre near 23
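Compound inhibition of the preformed complex between 50 nM HP1-beta and 50 nM biotinylated H3K9me3 peptide was read by AlphaScreen. Buffer was PBS pH 7.4 with 0.01% Tween-20. Incubations ran 30 min at room temperature, with 10 ug/mL donor/acceptor beads.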
BAZ2B inh: inhibitors of human BAZ2B bromodomain; Q9UIF8; AlphaScreen BAZ2B-H3K14Ac peptide displacement; Potency, µM (top dose mostly 114 µM), for inactives: top-dose activity change, negative = inhibition, hits mostly inhibitors; hit rate 4.4% among 360,000; AID 504333; note: potency is the fitted concentration of half-maximal effect; % is set by controls: 0 for no effect and ±100 for the full control effect; nearly all actives have a fitted effect of over 60% in size
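AlphaScreen displacement: compounds (up to 110uM) incubated 30 min at room temperature with a preformed 50 nM BAZ2B/50 nM biotinylated H3K14Ac peptide complex in PBS pH 7.4 with Tween-20. Donor and acceptor beads at 10 ug/mL final added, 20 min light-protected before reading.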
G9a block: inhibitors of human histone lysine methyltransferase G9a; Q96KQ7; hit rate 8.8% among 350,000; Potency, µM (titrated, usually from 102 µM), without a hit: top-dose activity, negative = inhibition, actives largely listed as inhibitors; G9a H3K9 monomethylation, AlphaScreen, 2 h; note: potency is the fitted concentration of half-maximal effect; % is set by controls: 0 for no effect and ±100 for the full control effect; nearly all actives have a fitted effect of over 75% in size
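Methyltransferase reactions run at room temperature for 2 h (20 nM enzyme, 500 nM biotin-H3K9 peptide, 20 uM SAM) after a 15 min compound preincubation; product detected by AlphaScreen beads and anti-H3K9me1 antibody.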
Pin1 inhibitor: inhibitors of human Pin1 | Q13526 | Pin1 FP peptide displacement, HiFluor488, 10 min | Potency, µM (titrated, usually from 115 µM), for inactives: at the highest dose activity, negative = inhibition, most hits filed as inhibitors | hit rate 0.009% among 390,000; active = well fitted inhibition curve with a large enough effect in the polarisation, with a control signal flat, not every such curve was filed as active; inconclusive = small, poorly fitted or top-dose-only effect, or effect the other way, or a change in a side signal; inactive = no such curve, though single readings can be large or run the other way; the % refers to the polarisation; note: potency is the fitted concentration of half-maximal effect; % is set by controls: 0 for no effect and ±100 for the full control effect
Target sequence (Q13526 whole entry, looked up): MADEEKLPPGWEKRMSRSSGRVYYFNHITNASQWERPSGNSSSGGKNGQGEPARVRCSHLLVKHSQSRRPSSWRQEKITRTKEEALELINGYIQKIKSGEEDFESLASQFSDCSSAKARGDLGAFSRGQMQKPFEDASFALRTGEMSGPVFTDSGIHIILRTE
POLH inh: DNA polymerase eta (human) inhibition | Potency, µM (top dose mostly 114 µM), for inactives: top-dose activity change, negative = inhibition, usual class: inhibitors | recombinant Pol eta, fluorescent DNA replication assay | hit rate 1.2% among 390,000; note: potency is the fitted concentration of half-maximal effect; % is set by controls: 0 for no effect and ±100 for the full control effect
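Fluorescent replication assay: 50 nM final substrate added after a 15 min room-temperature compound preincubation with 10 nM enzyme. Signal taken at 0 min and again at 10 min.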
PI4K2A block: PI4K2A (human) kinase inhibition; purified PI4K2A, ADP-Glo luminescence, 1 h; active compounds read low; activity change, negative = inhibition, % at 76.9 µM; hit rate 0.13% among 420,000; AID 1346378; in the data active = activity change below about -50%; inconclusive = mostly about -30% to -49%;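 note: -100% = wells without enzyme as full effect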
Target sequence (Q9BTU6 whole entry, looked up): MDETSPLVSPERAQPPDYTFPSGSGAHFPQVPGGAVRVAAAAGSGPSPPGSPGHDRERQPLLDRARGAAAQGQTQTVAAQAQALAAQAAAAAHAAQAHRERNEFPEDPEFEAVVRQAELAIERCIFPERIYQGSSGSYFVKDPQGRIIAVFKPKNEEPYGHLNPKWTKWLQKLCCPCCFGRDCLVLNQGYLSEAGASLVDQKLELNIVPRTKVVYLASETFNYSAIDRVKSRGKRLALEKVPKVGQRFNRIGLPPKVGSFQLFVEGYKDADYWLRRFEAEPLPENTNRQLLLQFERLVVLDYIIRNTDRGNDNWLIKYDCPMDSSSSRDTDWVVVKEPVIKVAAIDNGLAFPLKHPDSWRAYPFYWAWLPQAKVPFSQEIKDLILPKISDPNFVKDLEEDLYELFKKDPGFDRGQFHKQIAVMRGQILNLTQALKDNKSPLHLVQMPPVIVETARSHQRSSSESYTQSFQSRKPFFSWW
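In this quantitative HTS, ADP production by PI4K2A was quantified luminescently after 1 h at ambient temperature; 100 microM adenosine served as plate-quality control.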
* = called active by the depositor; i = inactive; ? = inconclusive; nt = not tested or not shown; & = joins results of further samples; ! = a repeat was not active; [ ] = remark or other dose. Unless noted, calls come from the whole dose curve; as a rule, active = well fitted curve in the direction sought with a large enough effect; inconclusive = small, poorly fitted or top-dose-only effect, or another doubt; inactive = no such curve, though single readings can be large; an effect the other way counts as inactive or inconclusive. An excerpt (hit frequency here may not be typical).

no.	JMJD2A Tudor inh	GLS inh	Tb PGK inh	HP1b chromo inh	BAZ2B inh	G9a block	Pin1 inhibitor	POLH inh	PI4K2A block	SMILES
1	-13%	-1%	-3%	11%	2%	-27%	1%	-4%	-3	CCOc1cc2[nH]c(=O)n(Cc3ccc(C(=O)NCCCN4CCCC4=O)cc3)c(=O)c2cc1OCC
2	5%	0%	0%	66%[activator]	2%	4%	-2%	-2%	-3	O=C(C1CC1)N1CCN=C1SCc1ccccc1Cl
3	10%	12%	1%	17%	-22%	40µM*	3%	-9%	-1	NS(=O)(=O)c1ccc(NC(=S)NC(=O)c2ccc3c(c2)OCO3)cc1
4	-29%	-5%	-9%	9%	-35%	45µM*	4%	-5%	8	COc1ccc(-c2c(C)nn(Cc3ccccc3)c2N)cc1
5	-11%	-8%	-2%	31%	0%	nt	2%	-11%	-2	Cc1cccc(NC(=O)N2CCC(n3nnc4cc(C)ccc43)CC2)c1
6	15%	0%	-6%	19%	7%	8%	-6%	-2%	-2	Cc1cccc(C(=O)OCC(=O)N(C)c2ccccc2)c1C
7	-22%	10%	0%	-3%	-21%	-51%[59 µM]	3%	-14%	3	O=C(COc1ccc(S(=O)(=O)NC2CCCCC2)cc1Cl)N1CCN(c2ccccc2)CC1
8	-20%	7%	-3%	43%[activator]	nt	nt	-2%	5%	0	COc1nccc(NCc2ccccc2)c1C#N
9	3%	-11%	i	23%	4%	8%[59 µM]	1%	-14%	4	CCOc1ccc(NC(=O)Cn2c(=O)n(CCCS(=O)(=O)C3CCCCC3)c(=O)c3ccccc32)cc1
10	-14%	6%	11%	44%[activator]	6%	nt	-2%	-8%	1	CCOC(=O)CN(C(=O)c1snc(C(N)=O)c1N)C(C(=O)NCCC(C)C)c1ccc(F)cc1 (stereo not given)
11	-7%	1%	-2%	42%[activator]	?	64%[activator][59 µM]	1%	-20%	6	O=C(Nc1nc2ccccc2n1CCOc1ccccc1)c1ccco1
12	-1%	-6%	10%	28%	-1%	-1%[59 µM]	9%	-13%	-1	Cc1c(Cl)cccc1NC(=O)COCc1cc(-c2ccc3c(c2)OCO3)on1
13	-5%	-9%	i	41%[activator]	0%	18%	4%	-12%	-7	Cn1ncc(Cl)c1C(=O)NC1CCCC1
14	-25%	5%	-8%	0%	13%	?	-6%	1%	-4	COc1cc(/C=N/n2cnnc2)ccc1OCc1ccc(C)cc1
15	-10%	-1%	i	44%	-38%	1.7µM*!	-23%	-6%	-2&-3	O=C(O)c1cc(=O)cc(C(=O)O)[nH]1

Fetched one by one from the entries so far, three records:
no.	JMJD2A Tudor inh	GLS inh	Tb PGK inh	HP1b chromo inh	BAZ2B inh	G9a block	Pin1 inhibitor	POLH inh	PI4K2A block	SMILES
13	-5%	-9%	i	41%[activator]	0%	18%	4%	-12%	-7	Cn1ncc(Cl)c1C(=O)NC1CCCC1
10	-14%	6%	11%	44%[activator]	6%	nt	-2%	-8%	1	CCOC(=O)CN(C(=O)c1snc(C(N)=O)c1N)C(C(=O)NCCC(C)C)c1ccc(F)cc1 (stereo not given)
12	-1%	-6%	10%	28%	-1%	-1%[59 µM]	9%	-13%	-1	Cc1c(Cl)cccc1NC(=O)COCc1cc(-c2ccc3c(c2)OCO3)on1

(listing goes on)
no.	JMJD2A Tudor inh	GLS inh	Tb PGK inh	HP1b chromo inh	BAZ2B inh	G9a block	Pin1 inhibitor	POLH inh	PI4K2A block	SMILES
16	-6%	15%	-2%	6%	nt	?	-1%	-9%	1	Cn1ccnc1SCC(=O)NC12CC3CC(CC(C3)C1)C2
17	-9%	10%	-2%	27%	1%	nt	-3%	3%	4	COCCNC(=O)C(c1ccc(OC)cc1)N(C(=O)Cn1nnc2ccccc21)c1cccnc1 (stereo not given)
18	-13%	2%	-6%	-1%	-13%	-45%	0%	-19%	-2	O=C(Cc1ccc(-c2ccccc2)cc1)Nc1ccccc1
19	-21%	1%	2%	-6%	?	1%[0.501 µM]	12%	-17%	6	COc1ccc(NC(=O)CN2CCN(c3nc(-c4ccc(F)cc4)cs3)CC2)c(OC)c1
20	-10%	4%	i	15%	-4%	17%	-1%	-9%	0	COc1ccc(CCNC(=O)CSc2nc(=O)n3cc(C)ccc3n2)cc1OC
21	?	28%	-12%	-9%	?	3.2µM*	15%	-20%	-17	Oc1ccc(N=Nc2n[nH]c(-c3ccccc3)n2)cc1
22	-23%	-11%	-7%	11%	nt	nt	nt	16µM*	-53*	O=C1/C(=C\c2ccc([N+](=O)[O-])cc2)CS(=O)(=O)C/C1=C/c1ccc([N+](=O)[O-])cc1
23	-4%	21%	i	41%[activator]	nt	nt	-7%	?	5	Nc1cc2c(cc1Br)-c1c(C(=O)O)cccc1C2O (stereo not given)
24	-16%	-5%	-9%	26%	?	45µM*	-2%	-11%	2	Cc1cc([N+](=O)[O-])c(C)cc1-c1ccc(/C=N/NC(=O)c2cccnc2)o1
25	-13%	1%	6%	36%	3%	?	-5%	-4%	-1	O=C(CCc1n[nH]c(=O)[nH]c1=O)N/N=C/c1ccc(Br)o1
26	-4%	-2%	0%	32%	-28%	?	2%	-11%	-2	CCOC(=O)c1nnc(-c2ccccc2)[nH]c1=O
27	-5%	43%[activator]	9%	42%	-3%	87%[activator][59 µM]	-1%	6%	10	O=C(NCCN1CCN(c2ccccc2)CC1)C1CCN(S(=O)(=O)N2CCOCC2)CC1
28	-13%	4%	i	23%	3%	-28%[0.0925 µM]	-1%	-12%	-2	C=CCOC(=O)C1=C(C)Nc2ncnn2C1c1cc(Br)ccc1F (stereo not given)
29	-33%	2%	4%	?	-11%	-48%[59 µM]	10%	-16%	2	COc1ccc(NC(=O)C2CCN(S(=O)(=O)c3ccc4[nH]c5c(c4c3)CCCCC5)CC2)cc1
30	-3%	-1%	-7%	13%	nt	nt	-11%	-5%	1	O=C(COC(=O)c1cccc(OC(F)F)c1)NCC1CCCO1 (stereo not given)

Part of the list above, limited to POLH inh and JMJD2A Tudor inh.
# | Molecule | POLH inh | JMJD2A Tudor inh
7 | O=C(COc1ccc(S(=O)(=O)NC2CCCCC2)cc1Cl)N1CCN(c2ccccc2)CC1 | -14% | -22%
8 | COc1nccc(NCc2ccccc2)c1C#N | 5% | -20%
9 | CCOc1ccc(NC(=O)Cn2c(=O)n(CCCS(=O)(=O)C3CCCCC3)c(=O)c3ccccc32)cc1 | -14% | 3%
10 | CCOC(=O)CN(C(=O)c1snc(C(N)=O)c1N)C(C(=O)NCCC(C)C)c1ccc(F)cc1 (stereo not given) | -8% | -14%

Next section:
no.	JMJD2A Tudor inh	GLS inh	Tb PGK inh	HP1b chromo inh	BAZ2B inh	G9a block	Pin1 inhibitor	POLH inh	PI4K2A block	SMILES
31	?	0%	3%	-14%	?	?	4%	-5%	-4	O=C(OCc1nnc(-c2ccccc2)o1)c1cc(Cl)ccc1[N+](=O)[O-]
32	-6%	-4%	-5%	17%	8%	4%[59 µM]	-1%	-13%	0	Cc1ccc(CSc2nnc(CS(=O)Cc3ccc(Cl)cc3Cl)n2C)cc1 (stereo not given)
33	-18%	1%	-1%	-3%	-3%	nt	-2%	-14%	0	CC(C)Oc1cccc(C(=O)C2CCCN(Cc3cnn(C(C)C)c3)C2)c1 (stereo not given)
34	-14%	-18%	-1%	7%	-13%	?	7%	-8%	0	CCn1cc2nc(SCC(=O)Nc3ccccc3F)n(Cc3ccc(C)cc3)c(=O)c2n1
35	-22%	-1%	-8%	-15%	?	-41%[59 µM]	36%[activator]	-6%	0	COc1cccc(-c2nc(S(=O)(=O)c3ccc(C)cc3)c(N3CCCCCC3)o2)c1
36	-32%	20%	i	0%	-31%	3%[0.501 µM]	1%	-11%	-4	Cc1ccc(S(=O)(=O)N2CCC(C(=O)Nc3ccccc3N3CCCC3)CC2)cc1
37	-9%	0%	6%	38%	-6%	8%[59 µM]	7%	-4%	4	C=CCn1c(Br)nc2c1c(=O)[nH]c(=O)n2C
38	-16%	-9%	i	47%[activator]	6%[57.1 µM]	14µM*	?	-21%	-4	Cc1ccc(CNC(=O)c2ccc3c(c2)NC(=O)C(CS(=O)(=O)Cc2cccc(C)c2)N3)cc1 (stereo not given)
39	-3%	2%	-1%	37%[activator]	-8%	?	2%	-12%	5	COc1ccc(-c2cc(C(=O)Nc3cccnc3)c3ccccc3n2)cc1OC
40	-8%	-3%	13%	25%	4%	?	-7%	-22%	1	Cc1ccc(OCC(=O)Nc2ccc(S(=O)(=O)Nc3cc(C)nc(C)n3)cc2)c(C)c1
41	?	nt	-5%	13%	14%	22µM*	-7%	-15%	5	Cc1cc(C)c(S(=O)(=O)N(CC(=O)O)CC(=O)O)c(C)c1
42	-11%	-7%	-2%	24%	2%	0%[12.7 µM]	4%	-1%	-6	CCOc1ccc(C(CCc2ccccc2)NC(=O)c2ccccc2)cc1OCC (stereo not given)
43	-17%	0%	-15%	33%	53%[activator][57.1 µM]	25%[59 µM]	6%	-17%	-3	Cc1ccc(S(=O)(=O)/N=S(/C)c2ccccc2)cc1 (stereo not given)
44	-3%	1%	i	59%[activator]	2%	10%[2.33 µM]	0%	-14%	-3	COc1ccc(C(=O)CC(CC(=O)c2ccc(OC)cc2)C(=O)O)cc1
45	-11%&9%	15%&6%	4%&-3%	36%&34%	0%&-3%	2%[59 µM]	-9%&7%	-21%&-14%	-7&-4	Cc1ccc(CNC(=O)CCC(=O)N2CC(C)Sc3ccccc32)cc1 (stereo not given)
46	-4%	3%	-5%	37%	0%	29%[59 µM]	18%	-3%	-5	COc1ccc(/C=C(/CC(=O)Nc2ccccc2)c2nc3ccccc3s2)cc1

High-throughput results from PubChem.
